HCV NS3 hel inh: blocks Hepatitis C virus NS3 helicase unwinding | 290,000 compounds, 0.56% hits | NS3 helicase DNA unwinding, Cy5 molecular beacon fluorescence | inhibition, % at 10.9 µM;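 active means inhibition above the mean of all tested compounds plus 3 SD, set per campaign, cut at about 35% in these data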;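 further: 0% = DMSO wells and 100% = thioflavine S control wells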
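System: NS3 helicase fragment of HCV / Schedule: 1 h at 25 °C / Control set: DMSO alone as 0% and 110 µM thioflavine S as 100% / Reagent: Cy5/quencher beacon DNA duplex and ATP to start / Technique: Cy5 fluorescence / Replication: singlicate / Evaluation: % inhibition of end-to-start signal ratio versus controls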
IDE cell inh: inhibits human insulin-degrading enzyme in HEK cells. P14735. FAbetaB cleavage, fluorescence polarization. inhibition, % at 5.59 µM. 320,000 compounds, 0.41% hits;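 active means percent inhibition above the average of all tested compounds plus 3 SD, set per screening campaign, cut at about 16% in these data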;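 further: IDE supplied by intact live HEK cells; FP after avidin binding of uncleaved biotin substrate so inhibition keeps polarization high; 0% = DMSO wells and 100% = 60 µM reference IDE inhibitor Ii1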
Target sequence (P14735 whole entry, looked up): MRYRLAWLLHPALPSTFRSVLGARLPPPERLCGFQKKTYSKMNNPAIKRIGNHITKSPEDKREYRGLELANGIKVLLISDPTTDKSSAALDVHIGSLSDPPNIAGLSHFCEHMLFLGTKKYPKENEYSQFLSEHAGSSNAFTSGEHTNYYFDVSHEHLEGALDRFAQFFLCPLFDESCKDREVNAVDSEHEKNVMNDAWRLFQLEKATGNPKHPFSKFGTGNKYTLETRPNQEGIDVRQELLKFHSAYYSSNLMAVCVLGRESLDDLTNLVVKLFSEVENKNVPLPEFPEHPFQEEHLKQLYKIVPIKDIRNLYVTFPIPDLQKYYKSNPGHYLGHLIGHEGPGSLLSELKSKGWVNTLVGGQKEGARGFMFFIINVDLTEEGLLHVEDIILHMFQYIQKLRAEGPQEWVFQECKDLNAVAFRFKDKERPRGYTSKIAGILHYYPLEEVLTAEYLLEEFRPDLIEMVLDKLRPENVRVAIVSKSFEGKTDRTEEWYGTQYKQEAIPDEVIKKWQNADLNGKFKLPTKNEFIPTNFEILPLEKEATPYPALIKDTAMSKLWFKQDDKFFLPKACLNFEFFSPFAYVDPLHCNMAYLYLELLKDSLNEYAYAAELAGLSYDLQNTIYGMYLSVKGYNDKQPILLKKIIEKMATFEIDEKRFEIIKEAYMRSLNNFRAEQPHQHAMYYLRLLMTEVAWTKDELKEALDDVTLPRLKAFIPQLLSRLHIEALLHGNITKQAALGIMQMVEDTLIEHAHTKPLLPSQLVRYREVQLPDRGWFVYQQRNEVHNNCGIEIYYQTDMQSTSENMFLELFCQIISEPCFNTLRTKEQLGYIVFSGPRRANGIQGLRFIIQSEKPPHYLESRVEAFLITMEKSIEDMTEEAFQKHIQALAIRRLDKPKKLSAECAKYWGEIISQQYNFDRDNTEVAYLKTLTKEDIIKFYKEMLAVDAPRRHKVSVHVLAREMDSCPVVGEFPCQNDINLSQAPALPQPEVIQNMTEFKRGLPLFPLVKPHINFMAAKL
CRFR2-BP antag: blocks CRF-induced signaling of the CRF-BP/CRF-R2 complex; inhibition, % at 11.8 µM; HEK293 CRF-R2/CRF-BP, CRF-induced calcium fluorescence; 350,000 compounds, 0.59% hits; AID 588475;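 active means inhibition of the ligand-induced calcium signal above about 50% at the single tested concentration, limit read from the data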
IMP-1 inhibitor: inhibitors of Pseudomonas aeruginosa IMP-1 metallo-beta-lactamase. purified IMP-1, nitrocefin hydrolysis, epi-absorbance fluorescence. 290,000 compounds, 0.45% hits. inhibition, % at 5.6 µM. AID 1556;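 active means inhibition above the mean plus 3 SD of all compounds in the same screening run, cut at about 4.5% in these data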;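 further: 0% = IMP-1 with DMSO and 100% = DMSO wells lacking enzyme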
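System: purified recombinant IMP-1 beta-lactamase. Medium: Zinc- and detergent-supplemented HEPES buffer, pH 7.1. Compound: one 5.6 µM dose […]. Schedule: 15 min preincubation plus 25 min reaction at 25 °C. Technique: Epi-absorbance fluorescence, 480 nm excitation, 530 nm emission.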
GalR3 antagonist: blocks the human galanin receptor 3; HEK293 GalR3-CNG cAMP membrane potential fluorescence; galR3 body fused to GalR1 C-terminus; inhibition, % at 3 µM; 360,000 compounds, 0.44% hits;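 active means inhibition above the screen-wide average plus 3 SD, cut at about 13% in these data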;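 further: forskolin and galanin both at EC90 stimulate the cells; cAMP rise reported by CNG channel membrane potential dye signal; 0% = forskolin plus galanin with DMSO and 100% = forskolin alone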
IDE act: activators of human insulin-degrading enzyme in cells; HEK cells, FAbeta-B cleavage, fluorescence polarization; 0% vehicle, 100% cell-free pure enzyme wells; 340,000 compounds, 0.073% hits; activation, % at 5.96 µM; AID 493087;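 active means activation above the mean of all tested compounds plus 3 SD, set per screening campaign, cut at about 17% in these data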
UBC9 SUMO inh: SUMOylation inhibition | HTRF SUMOylation assay, SAE1/SAE2 + UBC9, in vitro | inhibition, % at 35 µM | 290,000 compounds, 0.36% hits | AID 2006; in the data active means inhibition above about 50%, passing the limit was not always enough; further: strong numbers were not always called active
VIM-2 inhibitor: inhibitors of Pseudomonas aeruginosa VIM-2 metallo-beta-lactamase. purified VIM-2, nitrocefin hydrolysis, epi-absorbance fluorescence. inhibition, % at 5.6 µM. 290,000 compounds, 0.89% hits. AID 1527;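 active means inhibition above the mean of all tested compounds plus 3 SD, cutoff set per screening run, cut at about 7.5% in these data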;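 further: red hydrolysis product quenches plate fluorescence so inhibitors raise well fluorescence; 0% = enzyme with DMSO and 100% = DMSO without enzyme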
p-CIP stab down: p/CIP protein destabilization; F442A p/CIP-EGFP cells, EGFP fluorescence, 16 h; decrease of EGFP signal, % at 10 µM; 290,000 compounds, 0.01% hits;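 active means EGFP signal decrease of at least 30% at 10 µM or well 3 SD below plate mean, unless failing retest; inactive means the rest, including hits failing retest or dose response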; further: some compounds called inactive have numbers as strong as hits; many of its hits are not listed in these tables
Starred values were filed as active, the others as inactive; x = not tested or not shown.

No.	GalR3 antagonist	VIM-2 inhibitor	p-CIP stab down	CRFR2-BP antag	IDE cell inh	IMP-1 inhibitor	UBC9 SUMO inh	HCV NS3 hel inh	IDE act	Structure
1	-5	0.8	-7	4	-1	-3.5	13	-10	-3	COc1ccccc1N1CCN(CC(=O)NCc2ccc(Cl)cc2)CC1
2	x	-0.2	4	-42	4	0.8	-3	16	4	CCCCNC(=O)/C(C#N)=C/c1ccc(C(=O)OC)cc1
3	-9	-2.5	-2	-8	2	0.2	2	-15	5	Cc1ccc(C(C(=O)NCC2CCCO2)N(C(=O)c2snc(C(N)=O)c2N)c2ccc(F)cc2)o1 (stereo not drawn)
4	0	0.8	6	1	2	-0.2	8	-26	6	CN(Cc1ccc(OCC(O)CN(C)Cc2ccccc2)cc1)Cc1nccn1C (stereo not drawn)
5	-8	-3.7	-4	16	-2	0.8	21	-1	9	O=C(CCC(=O)Nc1ccccc1)N/N=C/c1ccco1
6	-9	x	x	19	1	x	x	x	0	COC(=O)c1cc(COC(=O)CNC(=O)c2cccc(C)c2)oc1C
7	-6	-1.5	-9	-2	-5	-3.0	16	-9	-3	Cc1cc(C)n2nc(C(=O)NCc3ccco3)cc2n1
8	x	-1.0	-73	x	10	-1.7	5	22	x	Cc1ccccc1C1C(C#N)=C2NC(=O)c3c(sc4c3CCCCC4)N2C2=C1C(=O)CC(C)(C)C2 (stereo not drawn)
9	-4	x	x	-4	1	x	x	x	2	Cc1ccc(S(=O)(=O)CCC(=O)N(Cc2nnc(-c3ccc(Cl)cc3)o2)C2CC2)cc1
10	1	-1.7	-5	13	-3	0.0	17	2	7	CSCCC(C)N1CCC(Oc2ccc(C(=O)N3CCCC3)cc2)CC1 (stereo not drawn)
11	-2	-2.8	0	5	2	-2.6	16	3	1	Cc1ccc(NS(=O)(=O)c2ccc(C)c(C(=O)N3CCN(C)CC3)c2)cc1
12	-11	0.4	-1	36	-10	-4.3	-6	-5	-3	CCC(CNC(=O)c1c(C)nn(-c2ccccc2)c1Cl)c1ccccc1 (stereo not drawn)
13	2	x	x	1	4	x	x	x	-3	CCCn1c(N)c(N(CCOC)C(=O)C2CCCC2)c(=O)[nH]c1=O
14	-9	-2.5	-4	4	-1	-1.2	40	-6	2	O=[N+]([O-])c1cc(NCCO)c(N2CCCCCC2)c2nonc12
15	-5	-2.4	4	10	12	-1.9	15	2	-2	CC(=O)c1ccc(Oc2ccc(C(C)=O)cc2)cc1
16	-6	-2.2	-2	-35	-3	-0.3	-10	-6	-5	COC(=O)c1ccc(COc2ccccc2/C=C(\C#N)C(=O)Nc2ccc(C)cc2C)cc1
17	-3	-3.3	2	-7	-5	-4.5	-24	4	2	O=C(NCc1ccco1)C12CC3CC(CC(C3)C1)C2
18	-4	x	x	16	6	x	x	x	2	Cc1ccc(NC(=O)COc2coc(CN3CCc4ccccc43)cc2=O)c(C)c1
19	-3	-8.8	x	0	-4	-3.1	x	6	5	O=C(Nc1ccccc1Cl)O/N=C/c1ccncc1
20	2	-3.5	-7	-2	-1	-3.7	2	1	4	O=C(NNC(=O)c1cc2ccccc2oc1=O)c1ccccc1
21	-10	-4.0	-19	-32	1	-3.3	-19	-7	2	CCOC(=O)c1cc2c(OC)ccc(OC)c2n1CC(=O)c1ccccc1
22	5	-0.3	-4	8	6	-5.6	-5	11	6	CCOC(=O)CC(NS(=O)(=O)c1ccc(NC(C)=O)cc1)c1ccc(OCC)cc1 (stereo not drawn)
23	-3	-3.0	8	10	1	-2.6	-4	1	1	O=C(NNC(=O)C1CCN(S(=O)(=O)c2ccc(Cl)cc2)CC1)c1ccc(Cl)cc1
24	0	-1.6	-8	7	-4	-2.8	13	-14	0	CCN(CC)CCNC(=O)c1cccc(NC(=O)C(=O)c2cc(Br)ccc2NC(C)=O)c1
25	-2	6.6	-9	5	11	-1.3	26	-1	2	COc1ccc(CCn2c(N)c(C#N)c3nc4ccccc4nc32)cc1OC
26	-10	-2.3	0	9	-3	-2.5	-22	-8	10	C=CCc1c(C)nc(-c2ccccc2)nc1Nc1ccc(O)cc1
27	-2	-4.4	11	17	2	-1.5	37	1	1	CN1CCN(S(=O)(=O)c2cccc(C(=O)Nc3sc4c(c3C(N)=O)CCCC4)c2)CC1
28	-4	-0.1	-11	13	-2	-2.1	25	-3	2	CCCS(=O)(=O)N1CCN(C(=O)c2cccc(OC)c2)CC1
29	-6	x	x	25	3	x	x	x	2	CN(c1ccccc1)S(=O)(=O)c1ccccc1Br
30	-3	-0.6	2	0	3	0.5	-4	-6	-3	Cc1ccc(NC(=O)CCN2CCc3ccccc3C2)cc1

Excerpt: entries 21–30
No.	GalR3 antagonist	VIM-2 inhibitor	p-CIP stab down	CRFR2-BP antag	IDE cell inh	IMP-1 inhibitor	UBC9 SUMO inh	HCV NS3 hel inh	IDE act	Structure
21	-10	-4.0	-19	-32	1	-3.3	-19	-7	2	CCOC(=O)c1cc2c(OC)ccc(OC)c2n1CC(=O)c1ccccc1
22	5	-0.3	-4	8	6	-5.6	-5	11	6	CCOC(=O)CC(NS(=O)(=O)c1ccc(NC(C)=O)cc1)c1ccc(OCC)cc1 (stereo not drawn)
23	-3	-3.0	8	10	1	-2.6	-4	1	1	O=C(NNC(=O)C1CCN(S(=O)(=O)c2ccc(Cl)cc2)CC1)c1ccc(Cl)cc1
24	0	-1.6	-8	7	-4	-2.8	13	-14	0	CCN(CC)CCNC(=O)c1cccc(NC(=O)C(=O)c2cc(Br)ccc2NC(C)=O)c1
25	-2	6.6	-9	5	11	-1.3	26	-1	2	COc1ccc(CCn2c(N)c(C#N)c3nc4ccccc4nc32)cc1OC
26	-10	-2.3	0	9	-3	-2.5	-22	-8	10	C=CCc1c(C)nc(-c2ccccc2)nc1Nc1ccc(O)cc1
27	-2	-4.4	11	17	2	-1.5	37	1	1	CN1CCN(S(=O)(=O)c2cccc(C(=O)Nc3sc4c(c3C(N)=O)CCCC4)c2)CC1
28	-4	-0.1	-11	13	-2	-2.1	25	-3	2	CCCS(=O)(=O)N1CCN(C(=O)c2cccc(OC)c2)CC1
29	-6	x	x	25	3	x	x	x	2	CN(c1ccccc1)S(=O)(=O)c1ccccc1Br
30	-3	-0.6	2	0	3	0.5	-4	-6	-3	Cc1ccc(NC(=O)CCN2CCc3ccccc3C2)cc1

Other records follow:
No.	GalR3 antagonist	VIM-2 inhibitor	p-CIP stab down	CRFR2-BP antag	IDE cell inh	IMP-1 inhibitor	UBC9 SUMO inh	HCV NS3 hel inh	IDE act	Structure
31	6	3.5	5	-2	1	-1.9	2	7	-3	CC12CCCc3c(O)cc(=O)n(c31)-c1ccccc12 (stereo not drawn)
32	x	-4.5	-2	12	1	-4.2	1	-1	-7	CC(C)c1ccc(NC(=O)c2cccc(NC3=NC4CS(=O)(=O)CC4S3)c2)cc1 (stereo not drawn)
33	-9	-1.7	6	-24	1	-2.0	-10	6	4	O=C(O)/C(=C/c1cccnc1)NC(=O)c1ccccc1
34	-1	-3.5	2	15	2	-2.1	16	6	6	CCN(c1ccc(C)cc1C)S(=O)(=O)c1nnc(NC(=O)c2ccco2)s1
35	-4	-0.5	-9	-6	3	-2.6	-8	-6	4	C/C(N)=C(/C#N)C(=O)CSc1nc2scc(-c3ccccc3)c2c(=O)n1C
36	-3	-3.0	1	11	-4	-2.9	1	-4	4	CCOC(=O)c1cc(-c2ccc(N3CCOCC3)cc2)nn1-c1ccccc1
37	-8	-3.0	3	-12	-5	-3.4	-17	-7	-8	CS(=O)(=O)N1CCN(C(=O)c2csc3ccccc23)CC1
38	-4	-4.2	-23	14	7	-3.4	-9	-19	-1	O=C(c1ccc(Br)cc1)N1CCCC(c2nc(-c3cccs3)no2)C1 (stereo not drawn)
39	x	-1.4	-2	-3	7	-1.4	13	12	x	COc1ccc2c(c1)n([O-])c1c([n+]2=O)CCC1
40	-11	-4.3	3	0	-2	-2.3	18	14	4	O=C1OC(c2ccc(Cl)cc2)=C/C1=C/c1cccnc1
41	-1	2.8	-3	6	1	0.9	26	-5	1	CN(C)c1ccnc2sc3c(=O)n(-c4ccccc4)cnc3c12
42	0	-1.9	-8	3	0	-3.1	0	4	7	Cc1cc(C)c2c3c(sc2n1)C(=O)N(c1ccccc1)CC(=O)N3
43	-7	-1.8	0	7	4	-3.0	14	-21	-2	Cc1ccc(C(C)C)c(OCCCn2ccnc2C)c1
44	3	x	x	-4	-2	x	x	x	2	O=C(CNC(=O)c1ccc(Br)cc1)Nc1ccc2c(c1)CCC2
45	0	-3.3	7	2	x	-4.0	-6	-4	2	O=C(N/N=C\c1c[nH]c2ccccc12)c1ccc(O)cc1
46	-3	-1.9	-2	8	x	-1.9	0	-7	2	O=[N+]([O-])c1cccc(NC(=S)N2CCN(c3ccccn3)CC2)c1
47	0	-1.3	-4	4	-1	-3.9	10	3	2	COC(=O)Cn1c(-c2ccc(OC)cc2)c(-c2ccc(OC)cc2)nnc1=O
48	-5	-2.9	-5	19	3	-2.2	26	-2	10	O=C(NCc1cccnc1)C(=O)NCC1OCCN1S(=O)(=O)c1cc(F)ccc1F (stereo not drawn)
49	-2	-1.2	6	-24	5	-0.3	-29	12	4	CC(OC(=O)c1ccc(F)cc1)C(=O)Nc1nc(-c2cccc([N+](=O)[O-])c2)cs1 (stereo not drawn)
50	1	-4.2	11	1	0	-4.2	-14	2	2	CCCn1nnc(NC(=O)COc2ccccc2Cl)n1
51	-4	0.0	-33	-2	-1	-1.8	11	11	2	CC(C)(C)c1ccc(-n2ncc3c2CCCC3NC(=O)CN2CCCC2=O)cc1 (stereo not drawn)
52	-3	0.2	-1	-7	3	-1.4	51*	0	2	O=C1NC(c2ccc(Br)cc2)=N/C1=C/c1ccco1
53	-8	-1.9	-5	x	1	-1.9	3	1	x	NC(=S)Nc1nc2ccccc2[nH]c1=O
54	-4	-2.9	-4	3	2	-0.1	0	4	5	CCOC(=O)N1CCN(C(=O)CCN2C(=O)/C(=C\c3cccc(OC)c3)SC2=S)CC1
55	-1	-2.4	-3	-34	-3	-2.6	25	-9	4	COc1ccc(/C=N/NC(=O)c2[nH]c3ccc(Br)cc3c2-c2ccccc2)c(C(=O)O)c1OC
56	-2	-0.1	-3	-23	-4	-0.9	7	6	3	Cc1cc(C)c(C(=O)c2ccc(C(=O)NC(C)(C)C)cc2)c(C)c1
57	-3	-6.2	-24	27	8	-1.4	14	-2	8	O=C(NCc1ccccc1)C1CCN(C(=O)NCc2ccccc2)CC1
58	-7	-2.9	-8	-7	7	-5.8	6	8	-4	O=C(COc1ccc([N+](=O)[O-])cc1)NNC(=S)NC(=O)c1ccc(Br)cc1

Compound activity deposited in PubChem BioAssay by several laboratories.
